Screening results deposited in PubChem by several laboratories.
p97 inhibitor – blocks human p97 ATPase activity. inhibition, % at 8 µM. AID 1481. recombinant p97 ATPase, Kinase-Glo ATP luminescence, 3 h. 220,000 compounds, 0.42% hits; in the data active = inhibition above about 15%;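 also: 0% = DMSO vehicle and 100% = wells lacking enzyme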
Target sequence (P55072 whole entry, looked up): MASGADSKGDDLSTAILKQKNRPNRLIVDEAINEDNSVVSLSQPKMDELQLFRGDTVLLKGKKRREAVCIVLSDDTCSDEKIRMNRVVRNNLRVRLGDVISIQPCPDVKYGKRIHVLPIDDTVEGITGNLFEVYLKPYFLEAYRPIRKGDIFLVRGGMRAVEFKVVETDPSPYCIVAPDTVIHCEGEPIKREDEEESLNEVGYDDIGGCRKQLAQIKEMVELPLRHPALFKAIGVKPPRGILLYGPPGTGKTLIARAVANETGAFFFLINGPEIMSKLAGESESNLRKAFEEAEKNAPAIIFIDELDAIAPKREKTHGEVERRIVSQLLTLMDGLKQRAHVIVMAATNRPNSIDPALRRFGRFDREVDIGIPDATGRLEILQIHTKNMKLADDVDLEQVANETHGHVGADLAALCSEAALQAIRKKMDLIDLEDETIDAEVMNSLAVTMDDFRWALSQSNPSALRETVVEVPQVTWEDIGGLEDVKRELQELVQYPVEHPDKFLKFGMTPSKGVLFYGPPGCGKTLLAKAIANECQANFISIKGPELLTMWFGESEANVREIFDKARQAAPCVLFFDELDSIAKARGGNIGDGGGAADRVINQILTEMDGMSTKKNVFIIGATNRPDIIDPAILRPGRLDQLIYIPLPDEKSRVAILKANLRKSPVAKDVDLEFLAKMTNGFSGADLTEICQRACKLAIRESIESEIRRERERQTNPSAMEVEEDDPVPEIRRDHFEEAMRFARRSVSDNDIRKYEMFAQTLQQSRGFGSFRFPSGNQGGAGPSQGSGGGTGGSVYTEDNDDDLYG
PPC-1+TRAIL kill – compounds killing PPC-1 cancer cells with TRAIL present (potentiator screen, no TRAIL-free arm); AID 1443; PPC-1 cells + TRAIL, ATPLite viability luminescence; cell killing (% activity), % at 4 µM; 220,000 compounds, 0.41% hits;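 active = cell killing above 50% in the first pass at 4 µM, then a duplicate retest at 5 µM averaging 50% or more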;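 also: plate controls were cells with TRAIL plus DMSO for no effect and medium-only wells lacking cells for full effect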
NCF1 inh – blocks human p47phox regulatory protein of NADPH oxidases. P14598. 220,000 compounds, 0.53% hits. inhibition, % at 24.7 µM. p47phox/p22phox peptide binding, fluorescence polarization, 2 h. AID 1274;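 active = inhibition above about 30%, limit read from the data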;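 also: 0% = p47phox with labelled peptide and 100% = labelled peptide alone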
EP2 antag – EP2 receptor (human) inhibition; C6 glioma cells expressing human EP2, cAMP TR-FRET; cells stimulated with saturating PGE2; inhibition, % at 25 µM; P43116; 260,000 compounds, 0.52% hits;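 active = percent inhibition above 40 after rounding to a whole number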;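 also: rat C6 glioma host cells with rolipram phosphodiesterase inhibitor present; the protocol text gives 20 µM as final concentration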
RBBP9 inhibitor – human RBBP9 hydrolase inhibition; recombinant RBBP9, FP-Rh probe fluorescence polarization; inhibition, % at 7.94 µM; 220,000 compounds, 0.2% hits; AID 1515;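 active = inhibition above the campaign mean of all tested compounds plus 3 SD, cut at about 14% in these data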;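 also: plate controls were DMSO wells with RBBP9 for no effect and wells lacking RBBP9 protein for full effect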
Target sequence (O75884 whole entry, looked up): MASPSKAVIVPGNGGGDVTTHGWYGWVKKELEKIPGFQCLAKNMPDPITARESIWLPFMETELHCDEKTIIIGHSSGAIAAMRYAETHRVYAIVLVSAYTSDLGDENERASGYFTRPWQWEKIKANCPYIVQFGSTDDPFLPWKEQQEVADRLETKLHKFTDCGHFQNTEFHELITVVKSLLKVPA
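Test system – recombinant human RBBP9 · Input – RBBP9 2.5 µM in dispensing solution, pre-mixing · Medium – Tris buffer pH 8.0, NaCl, Pluronic · Schedule – preincubation 30 min plus labeling 45 min at 25 °C · Measured by – fluorescence polarization · Measure – % inhibition · Controls – DMSO and no-protein wells · Replicates – one well per compound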
Furin inh – inhibitors of human furin | purified furin, fluorogenic substrate cleavage | P09958 | 220,000 compounds, 0.061% hits | inhibition, % at 30 µM; in the data active = inhibition above about 25%; also: inactives centre near -15
Ba/F3 V617F tox – loss of viability in JAK2V617F-driven Ba/F3 cells; Ba/F3 EpoR-JAK2V617F viability, ATP luminescence; inhibition, % at 5.6 µM; 220,000 compounds, 1.1% hits;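 active = inhibition above the campaign mean plus 3 SD over all tested compounds, cut at about 24% in these data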;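 also: cytokine-independent growth of Ba/F3 cells driven by EpoR plus mutant JAK2; 0% = DMSO-treated cells and 100% = JAK inhibitor I control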
BaF3 tox – reduces parental Ba/F3 cell viability, JAK2V617F counter-screen; CellTiter-Glo ATP luminescence; inhibition, % at 5.6 µM; 220,000 compounds, 1.1% hits; AID 1486;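 active = inhibition above a per-campaign cutoff, the mean inhibition of all tested compounds plus 3 SD, cut at about 27% in these data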;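 also: 0% = DMSO wells and 100% = JAK Inhibitor I control wells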
TbHK1 inh – T. brucei hexokinase 1 inhibition; recombinant TbHK1, G6PDH-coupled NADH A340; inhibition, % at 10 µM; 220,000 compounds, 0.11% hits; AID 1430;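 active = inhibition of 50% or more in the single-dose primary screen; inactive = inhibition below 50%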
Numbers without * were called inactive; / = not tested or not shown; & = joins results of further samples; [ ] = another dose, or the depositor's remark. Not all compounds are listed (hit frequency here may not be typical).

structure	p97 inhibitor	PPC-1+TRAIL kill	NCF1 inh	EP2 antag	RBBP9 inhibitor	Furin inh	Ba/F3 V617F tox	BaF3 tox	TbHK1 inh
CCCCCCOC(=O)c1ccc(NC(=O)c2cc(OC)c(OC)c(OC)c2Br)cc1	-3.7	17.7	-35.8	9.7	-8.6	-11.5[20 µM]	-1.6	2.3	-16.1
CCN(CCn1cccn1)C(=O)CCc1nnc(-c2ccc3c(c2)OCO3)o1	0.1	-14.3	-15.5	5.9	-2.3	-22.7	-1.5	3.0	-12.1
Cc1ccc(N(C(=O)Cn2nnc(-c3ccc(F)cc3)n2)C(C(=O)NC(C)(C)C)c2ccncc2)cc1 (stereo not given)	6.0	6.4	-5.9	3.6	2.6	-14.1	-3.7	5.9	-7.5
Cc1cccc(-n2nnc(C(=O)NCc3ccccc3Cl)c2N)c1	3.5	19.8	-0.5	8.0	-3.0	-34.5	3.3	0.6	2.5
CCOC(=O)c1ccc(NC(=O)c2nc[nH]c2C(=O)N2CCN(c3ccccc3)CC2)cc1	/	12.3	-8.1	22.3	/	-2.1	/	/	-7.0
CCS(=O)(=O)NCc1csc(-c2ccccc2)n1	3.1	1.7	-8.7	10.9	4.3	-17.5	-3.0	2.3	-5.2
CC1(C)CC(n2c(NCCO)nc3c(c2=O)C2(CCCC2)Cc2ccccc2-3)CCO1 (stereo not given)	0.4	-6.6	/	6.3	0.7	-6.8	-0.8	3.9	-14.5
O=C(O)C1CCCCC1C(=O)NCCCN1CCOCC1 (stereo not given)	-0.4	15.4	0.9	22.2	2.8	-1.6	-1.5	0.2	51.0*
COc1ccc(C2=NOC(C(=O)NCc3ccccn3)C2)cc1 (stereo not given)	0.6	-13.2	-8.9	4.1	-9.9	-13.6[20 µM]	-4.2	-0.5	26.1
Cc1nc([N+](=O)[O-])c(Br)n1CC(=O)c1ccc(Br)cc1	8.2	10.8	-10.0	8.4	6.7	-22.4[20 µM]	8.6	0.8	-16.8
COc1ccc(Cl)cc1NC(=S)N1CCN(c2ccccn2)CC1	0.5	17.0	-4.7	-4.8	-0.7	3.7	-2.4	4.9	-1.1
CC1=NN(c2ccc(C)c(C)c2)C(=O)/C1=C/c1ccc2c(c1)n(C)c(=O)n2C	24.9*	3.1	-2.9	8.4	3.8	2.4	-1.3	1.7	14.3

Additional entries follow:
structure	p97 inhibitor	PPC-1+TRAIL kill	NCF1 inh	EP2 antag	RBBP9 inhibitor	Furin inh	Ba/F3 V617F tox	BaF3 tox	TbHK1 inh
CCn1cc(S(=O)(=O)CC(=O)Nc2cc(C)on2)c2ccccc21	2.5	-4.6	-6.0	12.7	-0.8	-22.5	-0.9	1.2	3.5
Cc1ccc(/C=C/S(=O)(=O)NCC(=O)O)cc1	8.0	-6.9	-9.2	0.7	-5.8	-15.8	-2.9	3.0	-2.6
CCOC(=O)C1CCCN(C(=O)CCCOc2cc(=O)n(C)c3ccccc23)C1 (stereo not given)	0.4	15.9	2.1	2.0	-2.1	-27.7	-1.1	2.6	-0.1
CS(=O)(=O)Cc1cc(N2CCCC2)nc(-c2ccccc2)n1	0.2	15.6	0.8	7.7	-5.2	-7.2	-4.0	1.3	-8.2
COc1cccc(-c2cc(=O)[nH][nH]2)c1	0.1	35.8	-4.5	8.2	-1.3	-19.5	3.0	13.1	-1.8
Nc1[nH][nH]c(=O)c1N=Nc1ccc2c(c1)OCO2	-6.5	16.3	-1.9	10.9	-0.3	8.7	7.4	12.2	-5.0
COc1ccccc1C1c2[nH]c3ccccc3c2CCN1Cc1cnc(C)s1 (stereo not given)	-6.9	17.7	3.7	7.8	-9.9	-8.3	3.2	4.4	-2.7
CC(=O)CSc1cc(C)nc2c(-c3ccccc3)c(C)nn12	4.2	0.6	-5.0	15.8	7.6	-15.9	-3.7	2.2	-11.6
CCCNC(=O)C1CC(c2cccc(F)c2)=NO1 (stereo not given)	/	7.6	-9.3	9.9	/	-33.3	/	/	-6.9
O=C(O)C1(P(=O)(c2ccccc2)c2ccccc2)CCCC1	-1.5	1.7	0.7	11.6	0.2	-15.2	6.1	-0.4	7.3
COc1cc(C(=O)OCCc2c(C)nc3nc[nH]n3c2=O)cc(OC)c1OC	-0.5	-18.5	-0.5	3.8	-4.0	-18.4	-1.4	5.8	0.4
Cc1ccc(CCNC(=O)C2CC(c3cccc(F)c3)=NO2)cc1 (stereo not given)	/	16.2	2.6	10.1	/	-22.6	/	/	-8.5

New compounds follow:
structure	p97 inhibitor	PPC-1+TRAIL kill	NCF1 inh	EP2 antag	RBBP9 inhibitor	Furin inh	Ba/F3 V617F tox	BaF3 tox	TbHK1 inh
C=CCN(CC=C)C(=O)c1c(OC)cccc1OC	0.1	5.3	-15.6	8.2	-2.0	-6.0	0.8	4.5	-3.8
COCCn1nnnc1C(c1ccccn1)N1CCN(c2cccc(C)c2C)CC1 (stereo not given)	-0.1	7.7	-6.0	9.4	1.8	-17.1[20 µM]	-1.2	0.9	4.8
CN(C)CCNC(=O)CNC(=S)N(Cc1ccccc1)Cc1ccccc1F	-4.4	15.6	-5.9	-0.3	-0.7	-18.9	3.7	6.5	8.1
CCOC(=O)C1=C(C)N(c2ccc(C)cc2)C(=O)/C1=C\c1cccs1	0.4	8.5	5.9	9.4	1.9	-24.2	-0.5	1.3	1.1
O=C(/C=C/c1cccs1)N1CCc2ccccc21	-20.5	58.4*	6.0	15.1	-8.8	2.0	5.0	7.3	-31.1
CCOc1cc(NC(=S)NCCCN2CCOCC2)c(OCC)cc1NC(=O)c1cccs1	-6.0	3.3	2.0	0.9	-3.3	-2.2	2.0	5.0	-5.4
Nc1cc(N)nc(SCC(=O)Nc2ccccc2N2CCOCC2)n1	6.1	-3.3	-18.5	4.7&3.8	3.1	-22.5	-6.1	-1.6	-7.1
CCCCOP(=O)(c1ccc(N(C)C)cc1)C(O)c1ccc(OC)c(OC)c1 (stereo not given)	7.1	-1.8	-0.7	8.2	-11.1	-18.0	-4.0	0.3	-11.8
COc1ccccc1OCC(=O)OCC(=O)Nc1ncc(Cl)cc1Cl	-4.3	26.5	-17.9	19.9	-3.0	-17.9	0.7	2.3	1.0
Cc1ncoc1C(=O)N1CCc2c([nH]c3ccccc23)C1C1CCCCC1 (stereo not given)	1.2	3.9	0.5	7.5	-3.6	-3.9	-3.9	-4.0	-8.9
O=C(CSc1nnc(CNC(=O)c2c(F)cccc2Cl)o1)c1ccccc1	5.4	13.7	-10.5	14.1	-2.6	13.9[20 µM]	-2.1	1.1	0.1
Cc1cc[n+](-c2[nH]c(=O)sc2/C=N/NC([S-])=Nc2ccccc2)cc1C	-3.9	-14.1	-8.9	7.3	0.1	10.3	2.7	7.5	-47.5

Other structures
structure	p97 inhibitor	PPC-1+TRAIL kill	NCF1 inh	EP2 antag	RBBP9 inhibitor	Furin inh	Ba/F3 V617F tox	BaF3 tox	TbHK1 inh
CCN1CCCC1CNC(=O)c1cc2c(=O)n(C)c3ccccc3c2n1C (stereo not given)	3.2	7.7	-5.6	7.2	-1.2	-15.8	-1.5	2.5	-2.6
CCC(=O)Nc1ccc(C(=O)CSc2nnc(-c3ccc(O)cc3)n2CC2CCCO2)cc1OC (stereo not given)	-4.4	3.8	-5.3	/	-11.8	-11.1[20 µM]	1.2	7.6	-12.6
C(=C\c1nccc2c1[nH]c1ccccc12)/c1ccccc1	10.8	4.4	-17.4	25.4	-9.3	4.8	-5.1	1.9	-5.6
COc1ccc(-n2c(CNC(=O)c3cccs3)n[nH]c2=S)cc1	-0.1	4.5	-10.9	1.7	-5.3	-36.1	-2.7	3.6	-2.2
O=C(Nc1c(F)cccc1F)c1ccc(-n2cncn2)nc1	2.6	-9.1	-4.6	2.1	4.8	-11.8	-4.2	-2.5	22.5
Cc1ccc2nc(C)cc(N/N=C/c3cccnc3)c2c1	7.4	/	-6.2	8.4	-5.5	-30.8	-0.7	8.0	-2.1
Cc1ccc(NC(=O)CCSCCc2ccccn2)cc1	-0.3	-29.3	-12.1	1.8	-8.8	-20.3	-0.7	-0.3	-2.6
Cc1ccc(-c2nc(CN(CC3CCC3)CC3CCCO3)c(C)o2)s1 (stereo not given)	7.1	9.3	-4.5	7.9	-4.2	-21.3	-4.5	0.6	-3.7
COc1cc(/C=N/NC(=O)c2ccc(N(C)S(=O)(=O)c3ccccc3)cc2)cc(OC)c1OC	2.7	-18.1	-18.3	21.1	-8.7	-31.9	-0.5	1.3	-6.3
COc1ccccc1-c1nc(C#N)c(NCCCn2ccnc2)o1	10.5	-3.1	0.8	1.9	-3.1	-74.6	-3.5	1.0	-31.6
CCOC(=O)c1sc(Nc2cccc(Cl)c2)nc1C	1.8	-6.4	-18.6	15.0	-2.5	-7.3	-4.0	-1.9	-16.0
O=C(CSc1ccccc1C(=O)NCc1ccccc1)NC12CC3CC(CC(C3)C1)C2	-12.5	5.0	4.8	5.5	-11.1	-11.5	3.6	4.0	4.8

Record cards (already shown).
CS(=O)(=O)Cc1cc(N2CCCC2)nc(-c2ccccc2)n1 across the screens: p97 inhibitor: 0.2; PPC-1+TRAIL kill: 15.6; NCF1 inh: 0.8; EP2 antag: 7.7; RBBP9 inhibitor: -5.2; Furin inh: -7.2; Ba/F3 V617F tox: -4.0; BaF3 tox: 1.3; TbHK1 inh: -8.2
COc1ccc(-n2c(CNC(=O)c3cccs3)n[nH]c2=S)cc1 across the screens: p97 inhibitor: -0.1; PPC-1+TRAIL kill: 4.5; NCF1 inh: -10.9; EP2 antag: 1.7; RBBP9 inhibitor: -5.3; Furin inh: -36.1; Ba/F3 V617F tox: -2.7; BaF3 tox: 3.6; TbHK1 inh: -2.2

Carrying on:
structure	p97 inhibitor	PPC-1+TRAIL kill	NCF1 inh	EP2 antag	RBBP9 inhibitor	Furin inh	Ba/F3 V617F tox	BaF3 tox	TbHK1 inh
Cn1c(NC(=O)Cc2cccc3ccccc23)cc(=O)n(C)c1=O	4.0	7.5	1.4	5.7	-1.1	-18.2	-2.8	3.4	0.2
CCn1c(CNC(=O)c2ccccc2)nc2ccccc21	4.8	/	/	8.4	-5.8	-17.2[20 µM]	-5.7	1.2	-1.1
CCCCn1nc2cc(C(=O)N(CC)c3ccc(OC)cc3)ccc2c1OCC	-1.2	4.4	1.8	5.0	-6.7	-16.1[20 µM]	-1.4	3.8	-2.0
Cc1cc(NC(=O)CSc2n[nH]c(CC(C)C)n2)no1	3.5	12.5	-13.4	-5.0	0.9	-23.9[20 µM]	-1.1	1.5	6.0
